Screening data deposited in PubChem by several laboratories.
GalR3 antag = human GalR3 antagonism | actives 0.44% (n = 360,000) | HEK293 GalR3-CNG cAMP membrane potential fluorescence; galR3 body fused to GalR1 C-terminus | O60755 | inhibition, % at 3 µM;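 active = inhibition above the screen-wide average plus 3 SD, cut at about 13% in these data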;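 note: forskolin and galanin both at EC90 stimulate the cells; cAMP rise reported by CNG channel membrane potential dye signal; 0% = forskolin plus galanin with DMSO and 100% = forskolin alone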
Target sequence (O60755 1-299 limits assumed): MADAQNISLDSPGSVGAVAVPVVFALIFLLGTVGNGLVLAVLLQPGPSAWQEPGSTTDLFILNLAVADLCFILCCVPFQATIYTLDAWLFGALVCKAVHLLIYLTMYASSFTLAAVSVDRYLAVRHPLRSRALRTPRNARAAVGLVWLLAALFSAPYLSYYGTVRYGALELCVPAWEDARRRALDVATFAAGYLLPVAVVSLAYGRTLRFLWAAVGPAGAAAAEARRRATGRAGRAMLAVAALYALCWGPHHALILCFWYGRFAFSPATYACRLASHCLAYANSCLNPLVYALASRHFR
MEKK3 PB1 HTS = raises or lowers MEK5 binding to the human MEKK3 PB1 domain; bead-based flow cytometry, Alexa488-MEK5 binding to MEKK3; actives lie on both sides; 0 = blocked by unlabeled MEK5, 100 = vehicle; actives 1.4% (n = 290,000); binding response (% of control), % at 10 µM; Q99759;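 active = binding response more than 3 SD above or below the average of its plate-row segment, actives on both sides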;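 note: Alexa488 bead fluorescence after subtracting the streptavidin-only scavenger bead signal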
Target sequence (Q99759 whole entry, looked up, the tested form may be a part): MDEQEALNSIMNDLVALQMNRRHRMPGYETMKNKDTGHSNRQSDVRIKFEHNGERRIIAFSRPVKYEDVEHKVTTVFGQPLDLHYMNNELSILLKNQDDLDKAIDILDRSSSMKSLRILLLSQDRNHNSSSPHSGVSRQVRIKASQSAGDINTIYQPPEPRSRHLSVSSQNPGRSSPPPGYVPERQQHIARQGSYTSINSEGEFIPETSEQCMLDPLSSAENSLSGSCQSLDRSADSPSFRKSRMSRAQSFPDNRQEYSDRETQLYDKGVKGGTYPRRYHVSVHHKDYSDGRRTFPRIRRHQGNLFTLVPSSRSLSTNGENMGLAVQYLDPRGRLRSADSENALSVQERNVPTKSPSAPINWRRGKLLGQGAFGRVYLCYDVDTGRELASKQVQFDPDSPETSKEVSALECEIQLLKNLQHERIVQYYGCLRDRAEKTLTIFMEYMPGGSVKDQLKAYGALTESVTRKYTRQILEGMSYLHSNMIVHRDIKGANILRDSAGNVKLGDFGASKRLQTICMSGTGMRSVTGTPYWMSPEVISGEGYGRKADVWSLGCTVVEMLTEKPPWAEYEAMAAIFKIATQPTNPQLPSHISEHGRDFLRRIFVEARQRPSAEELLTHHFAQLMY
FID counter = displaces DNA intercalator in HCV helicase counter-screen. DNA fluorescent intercalator displacement, fluorescence. inhibition, % at 7.9 µM. actives 0.17% (n = 290,000); in the data active = inhibition above about 37%;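 note: 0% = vehicle and 100% = reference compound; higher means more ethidium bromide displaced from hairpin DNA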
MEKK2 mut-MEK5 = signal of MEK5 binding to mutant human MEKK2 PB1 domain. bead flow cytometry, Alexa488-MEK5 binding to MEKK2 mutant. percent response, % at 10 µM. actives 0.35% (n = 290,000); in the data active = percent response above about 24%, passing the limit was not always enough; note: inactives centre near 1; some results filed as inactive read as strong as hits
MEKK2wt PB1 HTS = raises or lowers MEK5 binding to wildtype human MEKK2 PB1 domain. Q9Y2U5. actives 1.1% (n = 290,000). bead flow cytometry, Alexa488-MEK5 binding to MEKK2 WT; actives lie on both sides. AID 1531. binding response (% of control), % at 10 µM; in the data active = binding response below about 67% or above about 130%
CRFBP-R2 block = blocks CRF-induced signaling of the CRF-BP/CRF-R2 complex. AID 588475. inhibition, % at 11.8 µM. actives 0.59% (n = 350,000). HEK293 CRF-R2/CRF-BP, CRF-induced calcium fluorescence;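 active = inhibition of the ligand-induced calcium signal above about 50% at the single tested concentration, limit read from the data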
NS3 helicase inh = blocks Hepatitis C virus NS3 helicase unwinding | actives 0.56% (n = 290,000) | NS3 helicase DNA unwinding, Cy5 molecular beacon fluorescence | AID 1800 | inhibition, % at 10.9 µM;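 active = inhibition above the mean of all tested compounds plus 3 SD, set per campaign, cut at about 35% in these data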;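 note: 0% = DMSO wells and 100% = thioflavine S control wells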
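Control set: DMSO versus 110 µM thioflavine S; Material: NS3 helicase fragment of HCV; Measured by: Cy5 fluorescence at 0 and 60 min, beacon hairpin quenching; Read-out basis: percent inhibition from t60/t0 fluorescence ratio; Times: reaction time 60 min, 25 °C; Repeats: single replicate; Compound dosing: single dose, 10.9 µM nominal final, DMSO 0.8% final.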
CRFR2-BP ag = agonists of human CRF-binding protein/CRF-R2 receptor complex; HEK293 CRF-R2/CRF-BP, calcium dye fluorescence (FLIPR); percent of saturating CRF peptide response; activation, % at 13.2 µM; actives 0.46% (n = 350,000); AID 588473;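 active = activation of at least 50%, plus an integration ratio under a set limit after plate pattern correction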;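 note: plate controls were neutral control wells without compound for no effect and CRF at EC100 for full effect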
SUMO HTRF inh = inhibitors of human SUMOylation (UBC9). actives 0.36% (n = 290,000). HTRF SUMOylation assay, SAE1/SAE2 + UBC9, in vitro. AID 2006. inhibition, % at 35 µM; in the data active = inhibition above about 50%, passing the limit was not always enough; note: strong numbers were not always called active
Target sequence (P63279 whole entry, looked up): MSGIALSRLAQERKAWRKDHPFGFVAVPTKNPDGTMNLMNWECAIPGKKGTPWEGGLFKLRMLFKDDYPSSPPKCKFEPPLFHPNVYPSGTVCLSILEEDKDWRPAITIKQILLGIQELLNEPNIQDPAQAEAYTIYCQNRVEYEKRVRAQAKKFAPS
* = called active by the depositor; & = joins results of further samples. Not all compounds are listed, so the mix of outcomes need not match the whole.

For Oc1ccc(Br)cc1/C=N/NC(=S)NCCc1ccccc1 the results were GalR3 antag -1, MEKK3 PB1 HTS 103, FID counter -14, MEKK2 mut-MEK5 -10, MEKK2wt PB1 HTS 90, CRFBP-R2 block -4, NS3 helicase inh 18, CRFR2-BP ag 1.3 and SUMO HTRF inh -4.
COc1cc(/C=N/Nc2ccccc2[N+](=O)[O-])ccc1OC(=O)c1ccccc1F was read as GalR3 antag -2, MEKK3 PB1 HTS 103, FID counter 1, MEKK2 mut-MEK5 -7, MEKK2wt PB1 HTS 91, CRFBP-R2 block -20, NS3 helicase inh 5, CRFR2-BP ag 0.4 and SUMO HTRF inh 3.
For Cc1cccc(NS(=O)(=O)c2cc3c(cc2C)NC(=O)CO3)c1 the results were MEKK3 PB1 HTS 101, FID counter -5, MEKK2 mut-MEK5 0, MEKK2wt PB1 HTS 100, CRFBP-R2 block 7, NS3 helicase inh 4, CRFR2-BP ag 2.6 and SUMO HTRF inh 12.
CCCCN(C(=O)CCC(=O)Nc1cc(C)on1)C(C(=O)NC1CCCC1)c1ccccc1OCC (stereo unspecified) was read as GalR3 antag -8, MEKK3 PB1 HTS 98, FID counter -46, MEKK2 mut-MEK5 -3, MEKK2wt PB1 HTS 90, CRFBP-R2 block -6, NS3 helicase inh 31, CRFR2-BP ag 0.0 and SUMO HTRF inh -11.
Screening CCOc1ccc(-c2c(C(=O)N/N=C/c3ccc(Cl)cc3)nnn2-c2nonc2N)cc1 returned GalR3 antag -2, MEKK3 PB1 HTS 97, FID counter -17, MEKK2 mut-MEK5 -9, MEKK2wt PB1 HTS 88, CRFBP-R2 block -61, NS3 helicase inh 7 and CRFR2-BP ag 0.1.
Screening CC(=O)Nc1ccc(S(=O)(=O)Nc2ccc3c(c2)n(C)c(=O)n3C)c(C)c1 returned GalR3 antag -2, MEKK3 PB1 HTS 99, FID counter -2, MEKK2 mut-MEK5 1, MEKK2wt PB1 HTS 99, CRFBP-R2 block 11, NS3 helicase inh -2, CRFR2-BP ag -1.4 and SUMO HTRF inh -1.
For COc1cc(CC(=O)NCc2ccc3c(c2)OCO3)cc(OC)c1OC the results were GalR3 antag -5, MEKK3 PB1 HTS 100, FID counter -2, MEKK2 mut-MEK5 2, MEKK2wt PB1 HTS 98, CRFBP-R2 block -4, NS3 helicase inh -1, CRFR2-BP ag -1.0 and SUMO HTRF inh 10.
For CCOc1ccc(/C=c2\sc3nc(-c4ccco4)nn3c2=O)cc1OCC the results were GalR3 antag 6, MEKK3 PB1 HTS 105, FID counter -37, MEKK2 mut-MEK5 13, MEKK2wt PB1 HTS 105, CRFBP-R2 block -39, NS3 helicase inh 38*, CRFR2-BP ag 8.4 and SUMO HTRF inh 15.
For O=c1c2ccccc2[nH]c(=S)n1CCCn1ccnc1 the results were GalR3 antag -6, MEKK3 PB1 HTS 106, FID counter -7, MEKK2 mut-MEK5 12, MEKK2wt PB1 HTS 112, CRFBP-R2 block -4, NS3 helicase inh 18, CRFR2-BP ag -1.1 and SUMO HTRF inh 9.
Screening COc1ccc(-c2n[nH]c(=S)nc2-c2ccc(OC)cc2)cc1 returned GalR3 antag -9, MEKK3 PB1 HTS 104, FID counter -12, MEKK2 mut-MEK5 1, MEKK2wt PB1 HTS 102, CRFBP-R2 block 0, NS3 helicase inh 8, CRFR2-BP ag 0.5 and SUMO HTRF inh 8.
For C[C@H]1C=CC(=O)O[C@H]1c1ccccc1 the results were GalR3 antag -1, MEKK3 PB1 HTS 122*, MEKK2 mut-MEK5 10, MEKK2wt PB1 HTS 120, CRFBP-R2 block 1 and CRFR2-BP ag 0.2.
Screening Cc1ccc(C(=O)N/C(=C\c2cccnc2)C(=O)N2CCCC2)cc1 returned GalR3 antag -8, MEKK3 PB1 HTS 101, FID counter -4, MEKK2 mut-MEK5 -2, MEKK2wt PB1 HTS 97, CRFBP-R2 block -7, NS3 helicase inh -8, CRFR2-BP ag -0.2 and SUMO HTRF inh -6.
Screening Cn1c(=O)oc2cc(S(=O)(=O)Nc3ccc(Cl)cc3F)ccc21 returned GalR3 antag 4, MEKK3 PB1 HTS 93, FID counter 1, MEKK2 mut-MEK5 -2, MEKK2wt PB1 HTS 91, CRFBP-R2 block 0, NS3 helicase inh -3, CRFR2-BP ag -1.4 and SUMO HTRF inh -13.
`Cc1cccc2cc(COC(=O)c3ccccn3)c(=O)[nH]c12` gave GalR3 antag 0, MEKK3 PB1 HTS 103, FID counter -16, MEKK2 mut-MEK5 1, MEKK2wt PB1 HTS 100, CRFBP-R2 block 6, NS3 helicase inh -3, CRFR2-BP ag 0.2 and SUMO HTRF inh -2.
C[C@@H](C(=O)Nc1ccc2ccccc2c1)[C@H]1C[C@]1(C)[C@H](NS(=O)(=O)c1ccccc1)c1ccccc1 was read as GalR3 antag -1, MEKK3 PB1 HTS 89, FID counter -11, MEKK2 mut-MEK5 2, MEKK2wt PB1 HTS 109, CRFBP-R2 block 7, NS3 helicase inh -7, CRFR2-BP ag 2.5 and SUMO HTRF inh -3.

Continued, overlapping the part above by 2 compounds.
`Cc1cccc2cc(COC(=O)c3ccccn3)c(=O)[nH]c12` gave GalR3 antag 0, MEKK3 PB1 HTS 103, FID counter -16, MEKK2 mut-MEK5 1, MEKK2wt PB1 HTS 100, CRFBP-R2 block 6, NS3 helicase inh -3, CRFR2-BP ag 0.2 and SUMO HTRF inh -2.
C[C@@H](C(=O)Nc1ccc2ccccc2c1)[C@H]1C[C@]1(C)[C@H](NS(=O)(=O)c1ccccc1)c1ccccc1 was read as GalR3 antag -1, MEKK3 PB1 HTS 89, FID counter -11, MEKK2 mut-MEK5 2, MEKK2wt PB1 HTS 109, CRFBP-R2 block 7, NS3 helicase inh -7, CRFR2-BP ag 2.5 and SUMO HTRF inh -3.
`O=C(c1cccc(S(=O)(=O)N2CCc3ccccc3C2)c1)N1CCN(c2ccc(O)cc2)CC1` gave GalR3 antag -3, MEKK3 PB1 HTS 101, FID counter -16, MEKK2 mut-MEK5 4, MEKK2wt PB1 HTS 104, CRFBP-R2 block 0, NS3 helicase inh 9, CRFR2-BP ag 2.5 and SUMO HTRF inh -17.
`CCN1CCN(Cc2ccc(NC(=O)c3ccc(C)c(/C=C/c4cnc(Nc5cc(N6CCNCC6)nc(C)n5)cn4)c3)cc2C(F)(F)F)CC1` gave MEKK3 PB1 HTS 114, FID counter 15, MEKK2 mut-MEK5 205*, MEKK2wt PB1 HTS 401*, CRFBP-R2 block -2&-11, NS3 helicase inh -73, CRFR2-BP ag 17&4.0 and SUMO HTRF inh -1.
`Cc1cc(C)cc(OCC(=O)NC2CCCc3ccccc32)c1` (stereo unspecified) gave GalR3 antag 2, MEKK3 PB1 HTS 95, FID counter -28, MEKK2 mut-MEK5 -3, MEKK2wt PB1 HTS 97, CRFBP-R2 block 0, NS3 helicase inh -9, CRFR2-BP ag -3.7 and SUMO HTRF inh -4.
For CNC(=O)c1cccc(NC(=O)C(C)c2ccc3cc(OC)ccc3c2)c1 (stereo unspecified) the results were GalR3 antag -6, MEKK3 PB1 HTS 99, FID counter -24, MEKK2 mut-MEK5 -2, MEKK2wt PB1 HTS 100, CRFBP-R2 block 3, NS3 helicase inh -2, CRFR2-BP ag -0.8 and SUMO HTRF inh 22.
Screening NS(=O)(=O)c1ccc(NC(=S)Nc2ccn(Cc3cccc4ccccc34)n2)cc1 returned GalR3 antag -4, MEKK3 PB1 HTS 99, FID counter -5, MEKK2 mut-MEK5 -16, MEKK2wt PB1 HTS 86, CRFBP-R2 block -43, NS3 helicase inh -2, CRFR2-BP ag 0.5 and SUMO HTRF inh -6.
Screening CC(=O)c1ccc(S(=O)(=O)N2CCc3ccccc3C2)cc1 returned GalR3 antag -13, MEKK3 PB1 HTS 105, FID counter -16, MEKK2 mut-MEK5 3, MEKK2wt PB1 HTS 106, CRFBP-R2 block 4, NS3 helicase inh 14, CRFR2-BP ag -1.3 and SUMO HTRF inh 4.
`Cc1nc2c(ccc3nc(NC(=O)C4CC4)sc32)s1` gave GalR3 antag 5, MEKK3 PB1 HTS 107, FID counter -8, MEKK2 mut-MEK5 -10, MEKK2wt PB1 HTS 91, CRFBP-R2 block -23, NS3 helicase inh 5, CRFR2-BP ag -0.9 and SUMO HTRF inh 19.
Screening Cc1nc2cc(NC(=O)CCS(=O)(=O)c3ccccc3)ccc2s1 returned GalR3 antag -4, MEKK3 PB1 HTS 107, FID counter -9, MEKK2 mut-MEK5 11, MEKK2wt PB1 HTS 108, CRFBP-R2 block 1, NS3 helicase inh 4, CRFR2-BP ag -1.2 and SUMO HTRF inh 10.
`CCCN1Cc2cccc(C(=O)NCCCOC(C)C)c2C1=O` gave GalR3 antag -2, MEKK3 PB1 HTS 102, FID counter -29, MEKK2 mut-MEK5 6, MEKK2wt PB1 HTS 102, CRFBP-R2 block 40, NS3 helicase inh -2, CRFR2-BP ag -1.7 and SUMO HTRF inh -6.
Screening O=C(O)CCc1ccc(-c2ccc(Cl)cc2)n1NC(=O)c1ccc(O)cc1 returned GalR3 antag -2, MEKK3 PB1 HTS 108, FID counter -24, MEKK2 mut-MEK5 3, MEKK2wt PB1 HTS 101, CRFBP-R2 block 12, NS3 helicase inh 9, CRFR2-BP ag -0.9 and SUMO HTRF inh 15.
`COc1ccc(S(=O)(=O)Oc2ccccc2C(=S)N2CCOCC2)cc1` gave GalR3 antag -1, MEKK3 PB1 HTS 102, FID counter -18, MEKK2 mut-MEK5 5, MEKK2wt PB1 HTS 105, NS3 helicase inh -2 and SUMO HTRF inh -3.
For COc1ccc(CCNC(=O)COC(=O)c2cc(OC)c(OC)cc2OC)cc1OC the results were GalR3 antag 2, MEKK3 PB1 HTS 101, FID counter -21, MEKK2 mut-MEK5 -2, MEKK2wt PB1 HTS 101, CRFBP-R2 block -3, NS3 helicase inh 1, CRFR2-BP ag -1.6 and SUMO HTRF inh 4.
Screening O=C(c1ccc(Cl)c(S(=O)(=O)N2CCOCC2)c1)N1CCCCC1 returned GalR3 antag -4, MEKK3 PB1 HTS 104, FID counter -11, MEKK2 mut-MEK5 -6, MEKK2wt PB1 HTS 98, CRFBP-R2 block -12, NS3 helicase inh 3, CRFR2-BP ag 0.1 and SUMO HTRF inh 7.
Screening O=S1(=O)C=C(SCc2ccc(Cl)c(Cl)c2)Nc2ccccc21 returned GalR3 antag 0, MEKK3 PB1 HTS 107, FID counter 4, MEKK2 mut-MEK5 8, MEKK2wt PB1 HTS 106, CRFBP-R2 block -51, NS3 helicase inh -2, CRFR2-BP ag 0.3 and SUMO HTRF inh 3.
Cc1ccc(C(=O)Oc2cccc(NC(=O)c3ccccc3)c2)cc1C was read as GalR3 antag -8, MEKK3 PB1 HTS 93, FID counter -9, MEKK2 mut-MEK5 -2, MEKK2wt PB1 HTS 93, CRFBP-R2 block 3, NS3 helicase inh 23, CRFR2-BP ag 13 and SUMO HTRF inh -10.
Screening Cc1ccccc1-c1nnc(CS(=O)(=O)c2ccccc2)o1 returned GalR3 antag -10, MEKK3 PB1 HTS 99, FID counter -21, MEKK2 mut-MEK5 -5, MEKK2wt PB1 HTS 95, CRFBP-R2 block 10, NS3 helicase inh 6, CRFR2-BP ag -1.7 and SUMO HTRF inh -13.
For CC1=C(C(=O)N2CCOCC2)C(c2ccc(O)cc2)NC(=S)N1 (stereo unspecified) the results were GalR3 antag 0, MEKK3 PB1 HTS 107, FID counter 3, MEKK2 mut-MEK5 3, MEKK2wt PB1 HTS 105, CRFBP-R2 block 10, NS3 helicase inh -10, CRFR2-BP ag -0.1 and SUMO HTRF inh -7.
